H9c2 TAG inh: reduces triacylglycerol accumulation in H9c2 cells | Nile Red lipid (TAG) fluorescence; cells loaded with 200 µM oleic acid | inhibition, % at 12.5 µM | actives 0.66% (n = 230,000);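 active = pattern-corrected inhibition of lipid staining of at least 50% with the nuclear-stain viability signal not falling by more than 50%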;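 note: 0% = DMSO wells and 100% = triacsin C control wells; some results filed as inactive read as strong as hits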
H9c2 TAG inh DAPI viability: further read-out of H9c2 TAG inh, marked with its call; DAPI nuclei signal change (viability), lower = more cytotoxic, %;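 whole-well DAPI fluorescence read on a plate reader as a viability signal; minus 50 percent equals half of cells still viable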
Active calls of the source: *.

SMILES	H9c2 TAG inh	H9c2 TAG inh DAPI viability
O=C(NCCCc1ccccc1)c1cccc(NC(=O)C2CCCC2)c1	-3	11
Cc1cccc2cc(CNC3CCCC3)c(Cl)nc12	5	26
CCN(CC)C(=O)CSc1nc(-c2ccco2)cc(C(F)(F)F)c1C#N	3	16
O=C(c1ccco1)N1N=C(c2ccc(Br)cc2)CC1c1ccco1 (stereo not given)	-22	6
CC(=O)Nc1ccc2nc(CN3CCC(CO)(CCc4ccccc4)CC3)ccc2c1	-23	11
COC(=O)CCN(C(=O)c1ccc([N+](=O)[O-])cc1)c1ccccn1	7	-9
CN(C)CCCN(C(=O)c1cccs1)c1nc2cc3c(cc2s1)OCO3	10	1
Cc1ccc(NS(=O)(=O)c2cc(C(=O)N3CCCC3)ccc2C)cc1C	-16	-7
COC(=O)C(Cc1ccccc1)NC(=O)CNS(=O)(=O)c1ccc(Br)cc1 (stereo not given)	20	-18
Cc1ccc(S(=O)(=O)NCCCC(=O)C=[N+]=[N-])cc1	-7	1
CC1=C(C(=O)N2CCCC(N3CCN(c4ccccc4F)CC3)C2)OCCO1 (stereo not given)	11	0
COCCN(C(=O)CN1CCc2ccccc21)c1c(N)n(Cc2ccccc2)c(=O)[nH]c1=O	-8	-7
CCOC(=O)c1nnc2c(Br)c(-c3ccccc3)nn2c1C	15	12
CCCCN(C(=O)C1CSC2(C)CCC(=O)N12)c1c(N)n(CC(C)C)c(=O)[nH]c1=O (stereo not given)	-1	-1
Cc1cc(N/C=C\c2nnnn2-c2ccc(F)cc2)no1	0	-2
Cc1ccc(CCN2CCN=C2Nc2ccccc2)cc1	10	1
O=C(Nc1ccc(Cc2ccncc2)cc1)C1CCC(N2C(=O)C3C4C=CC(C5CC45)C3C2=O)CC1 (stereo not given)	-11	2
Cc1cc(C)c(NC(=O)CNC(=O)c2ccc3c(=O)n4c(nc3c2)CCC4)c(C)c1	-13	0
Cn1nc(-c2ccccc2)c(N2CCCCC2)cc1=O	-52	3
COC(=O)[C@@H](NCc1cccc(CN([C@H](C(=O)OC)C(C)C)S(C)(=O)=O)c1)C(C)C	-5	-7
O=C1CCN(Cc2ccccc2)C=C1c1ccc(C(F)(F)F)cc1	7	-4
Clc1ccccc1-c1nc(N/N=C/c2cccnc2)c2ccccc2n1	-13	2
COc1ccc(N2CCN(C(=O)CCCCCn3c(=O)[nH]c4ccsc4c3=O)CC2)cc1	-20	6
CC(=O)c1ccc(N(C(=O)c2csnn2)C(C(=O)NC(C)(C)C)c2cccs2)cc1 (stereo not given)	1	-2
N#Cc1ccccc1S(=O)(=O)N1CCN(c2cnccn2)CC1	-5	2

(continued)
SMILES	H9c2 TAG inh	H9c2 TAG inh DAPI viability
COC(=O)[C@@]1(Cc2ccccc2)[C@H]2C(=O)N(Cc3ccccc3)C(=O)[C@H]2[C@H]2CN=C(SC)N21	12	-5
CC(C)C(=O)Nc1nc2c(ncn2C2CC(O)C(CO)O2)c(=O)[nH]1 (stereo not given)	14	1
COc1cccc(NC(=O)C2(C)CCN2CCc2ccccc2)c1 (stereo not given)	-33	13
O=C(Cc1c[nH]c2ccccc12)N/N=C/c1ccccc1O	19	-9
Cn1c(=O)oc2cc(S(=O)(=O)N3CCC(N4CCCCC4)CC3)ccc21	0	6
COc1ccc(-c2ccccc2)cc1NC(=O)[C@@H]1O[C@H](CO)[C@H](O)[C@H](O)[C@H]1O	7	0
Cc1cc(C(=O)COc2ccc([N+](=O)[O-])cc2)c(C)n1C1CC1	-2	-8
C[C@@H]1NC(=O)[C@H](CCC(=O)O)NC(=O)c2cc([N+](=O)[O-])cc(F)c2NCCC[C@@H](C(N)=O)NC1=O	7	5
CSc1ccccc1NC(=O)CN(C)C(=O)C(C)SCc1nc2sc(C)c(C)c2c(=O)[nH]1 (stereo not given)	-14	5
Cc1occc1C(=O)Nc1cccc([N+](=O)[O-])c1	7	-2
O=C(COc1ccc(Cl)cc1)Nc1nc(-c2ccncc2)cs1	-6	-3
NC(Cc1ccc(F)cc1)c1csc(Nc2ccc(C(=O)c3ccccc3)cc2)n1 (stereo not given)	44	9
Cc1n[nH]c(C)c1Sc1ccccc1[N+](=O)[O-]	-9	-5
OCc1cccc(-c2csc(C(O)c3ccccc3)n2)c1 (stereo not given)	-4	9
COC(=O)c1[nH]nc2c1C(=O)N(Cc1ccccc1)C2=O	-14	1
CC1(C(=O)Nc2ccc3nc[nH]c3c2)CCN1C(=O)C1(c2ccccc2)CCCC1 (stereo not given)	3	0
COc1ccccc1Oc1ccc(NC(=O)c2ccccc2)cc1	4	-7
O=C(Nc1ccc(F)c(S(=O)(=O)N2CCOCC2)c1)C1CCCCC1	5	0
COC(=O)c1cccc(S(=O)(=O)N2CCCC2)c1	-9	19
COCCN(Cc1nc(-c2ccc(C(F)(F)F)cc2)no1)C(C)C	-2	-6
COc1ccc(NC(=O)Nc2cccc3c2O[C@H](CN(C)Cc2ccc(-c4ccccc4)cc2)[C@@H](C)CN([C@H](C)CO)C3=O)cc1	38	-6
CCOCCSC1=C(C#N)C(c2cccs2)C(C(C)=O)=C(C)N1 (stereo not given)	8	-2
O=C(Cc1ccc(Cl)cc1)OCC(=O)c1ccc[nH]1	-23	9
COc1ccc(C(CNC(=O)c2ccc(-c3ccccc3Cl)o2)N2CCOCC2)cc1 (stereo not given)	-37	5
CC1(C(=O)NS(=O)(=O)C2CC2)CCN(C(=O)c2cccc(Cl)c2)C1 (stereo not given)	0	1

Individual results from the list.
O=C(COc1ccc(Cl)cc1)Nc1nc(-c2ccncc2)cs1 in H9c2 TAG inh is listed with -6
CC1=C(C(=O)N2CCCC(N3CCN(c4ccccc4F)CC3)C2)OCCO1 (stereo not given) in H9c2 TAG inh is listed with 11

Further records follow.
SMILES	H9c2 TAG inh	H9c2 TAG inh DAPI viability
CC(=O)c1cccc(N(C(=O)CNC(=O)c2ccco2)C(C(=O)NC2CCCC2)c2ccc(C)o2)c1 (stereo not given)	-13	-1
CCc1nc2ccc(C(=O)NCC3CCCCC3)cn2c1N(C)Cc1ccc(OC)cc1	16	-5
CN(CC(=O)Nc1cccc(C#N)c1)Cc1ccc(Cl)cc1	-10	3
COc1ccc(C/C(C)=N/Nc2nc(C)cc(=O)[nH]2)cc1	3	7
Cc1nn(-c2ccccc2)c(C)c1NC(=O)COC(=O)c1ccc(O)cc1O	-2	-7
CC(Oc1cccc(F)c1)C(=O)Nc1ccc(N2CCOCC2)cc1 (stereo not given)	7	0
N#Cc1cccc(NC(=O)CN2NS(=O)(=O)c3ccccc3C2=O)c1	18	-2
CC(C)[C@H](NC(=O)c1ccco1)C(=O)OCC(=O)Nc1ccc(F)cc1	-9	11
Cc1cc(C)c(CN2CCN(C(=O)Cn3cnc4c(OCc5ccccc5)ncnc43)CC2)c(C)c1	-3	9
CC1(C)NC(=O)N(CC(=O)N2CCC(Cc3ccccc3)CC2)C1=O	-5	9
CCOC(=O)c1cc2c(c(-c3ccccc3)n1)[C@H](CCO)N(S(=O)(=O)C(C)(C)C)C2	-4	8
CCOC(=O)C1CCCN(c2c(NCCCN(C)c3ccccc3)c(=O)c2=O)C1 (stereo not given)	3	-4
O=C(COC(=O)c1cc(Br)ccc1O)NNC(=O)c1cccs1	16	1
Cc1cc(=O)[nH]c(SCC(=O)NNC(=O)Cc2ccccc2)n1	15	-20
CCN(Cc1ccccc1)Cc1ccc(OCc2ccccc2)cc1	-5	1
CN(C)Cc1n[nH]c(=O)c2ccccc12	-8	-6
Cn1c(=O)[nH]c(=O)c2c1nc(N1CCCCCC1)n2CCSc1nc2ccccc2[nH]1	0	10
COc1ccc(/C=N/N=C(\N)c2nonc2N)cc1	22	-20
CCN1C(C)=C(C)S/C1=C1\SC(=S)N(NC(C)=O)C1=O	1	-2
CC(=O)OC1CCC2(C)C3=CCC4(C)C(C(C)=O)=CCC4C3CCC2C1 (stereo not given)	-2	-1
CCCN(CCC)CC(O)COc1ccc2c(c1)OCO2 (stereo not given)	1	6
COc1ccc(/C=C(/C#N)C(=O)Nc2cc(C)ccc2C)cc1C(=O)O	-5	16
CCCCN1CCC(=O)C(C(=O)OCC)=C1C(=O)OCC	10	2
CSc1ccc(Cc2ccc(Cl)cc2Cl)nn1	5	1
O=C1CCCN1CCC(=O)N1CCCC(N2CCN(c3ccccc3F)CC2)C1 (stereo not given)	13	-3

Compounds shown so far containing a nitro group on carbon, in the order listed:
SMILES	H9c2 TAG inh	H9c2 TAG inh DAPI viability
COC(=O)CCN(C(=O)c1ccc([N+](=O)[O-])cc1)c1ccccn1	7	-9
Cc1cc(C(=O)COc2ccc([N+](=O)[O-])cc2)c(C)n1C1CC1	-2	-8
C[C@@H]1NC(=O)[C@H](CCC(=O)O)NC(=O)c2cc([N+](=O)[O-])cc(F)c2NCCC[C@@H](C(N)=O)NC1=O	7	5
Cc1occc1C(=O)Nc1cccc([N+](=O)[O-])c1	7	-2
Cc1n[nH]c(C)c1Sc1ccccc1[N+](=O)[O-]	-9	-5

Other records
SMILES	H9c2 TAG inh	H9c2 TAG inh DAPI viability
CCC(=O)N1CCN(c2ccc(NC(=O)c3cc4ccccc4o3)cc2Cl)CC1	46	-5
NC(=O)c1cc(NC(=O)CCCc2nc3ccccc3s2)cc(C(N)=O)c1	14	-9
CC(NC(=O)COC(=O)c1c[nH]c2ccccc12)c1ccccc1 (stereo not given)	32	4
CCOc1ccccc1N1CCN(C(=O)c2ccccc2OCc2c(C)noc2C)CC1	-3	-1
O=C(CSC1=NS(=O)(=O)c2ccccc2N1)Nc1ccccc1F	-21	1
Cc1onc(-c2ccccc2Cl)c1C(=O)N1CCN(S(=O)(=O)c2ccc(F)c(F)c2)CC1	-1	0
C=CCOc1c(CNc2ccc(S(N)(=O)=O)cc2)cccc1OC	4	-8
COc1cc(/C=N/NC(=O)c2cccnc2)cc2c1OCO2	-7	2
CCC(=O)c1ccc(OCC(=O)OCC(=O)N2c3ccccc3NC(=O)C2(C)C)cc1	12	-2
CCCC(=O)N1CCC1(C)C(=O)NS(=O)(=O)c1cccc(C)c1 (stereo not given)	4	1
NS(=O)(=O)c1ccc(CNC(=O)/C=C/c2cccc(Cl)c2)cc1	7	11
Cc1ccc(NC(=S)N2CCN(S(=O)(=O)c3ccc(F)cc3)CC2)cc1	-11	-5
Cc1ccc(C)c(S(=O)(=O)N2CCN(C(=O)c3sccc3C)CC2)c1	-11	2
COC(=O)CCCC1=CC2=C(c3ccccc3)C(=O)C(C)(OC(=O)C3CCCC3)C(=O)C2=CN1CCc1c[nH]c2ccccc12 (stereo not given)	-8	-4
COc1cc(SC)ccc1C(=O)Nc1ccc(Cl)cn1	-11	17
COc1cc(Cl)c(C)cc1NC(=O)CSC	0	-5
CCOC(=O)C1(Cc2ccc(OC)cc2)CCN(C(=O)c2ccoc2C)CC1	-8	8
CCOc1ccc(S(=O)(=O)Nc2ccccc2C(=O)N2CCCC2)cc1	7	-9
COc1ccc(-c2oc3ccccc3c2C(=O)Oc2ccccc2)cc1	3	169
COc1ccc(NC(=O)C2CCOC(C)(C)C2)cc1 (stereo not given)	-7	6
N#Cc1ccc(OCC(=O)OCC(=O)NC2CC2)cc1	0	0
CC(=O)Nc1ccc2c(c1)C(=O)N(c1cccc(C)c1)C2=O	14	10
Cc1ccc(C)c(Nc2c([N+](=O)[O-])cc(C(=O)N3CC(=O)Nc4ccccc43)cc2[N+](=O)[O-])c1	8	-8
CCN1CCc2c(sc(NC(=O)CN3C(=O)c4ccccc4C3=O)c2C(N)=O)C1	-10	1
O=C(CSc1nc(C(F)(F)F)cc(=O)[nH]1)N1CCOCC1	-2	-1

Quoted from the entries so far, 2 compounds:
SMILES	H9c2 TAG inh	H9c2 TAG inh DAPI viability
CCOc1ccc(S(=O)(=O)Nc2ccccc2C(=O)N2CCCC2)cc1	7	-9
COc1ccc(-c2oc3ccccc3c2C(=O)Oc2ccccc2)cc1	3	169

Retrieved one by one from above, 5 records:
SMILES	H9c2 TAG inh	H9c2 TAG inh DAPI viability
CCC(=O)N1CCN(c2ccc(NC(=O)c3cc4ccccc4o3)cc2Cl)CC1	46	-5
NS(=O)(=O)c1ccc(CNC(=O)/C=C/c2cccc(Cl)c2)cc1	7	11
COc1cc(/C=N/NC(=O)c2cccnc2)cc2c1OCO2	-7	2
N#Cc1ccc(OCC(=O)OCC(=O)NC2CC2)cc1	0	0
O=C(CSC1=NS(=O)(=O)c2ccccc2N1)Nc1ccccc1F	-21	1

(listing goes on)
SMILES	H9c2 TAG inh	H9c2 TAG inh DAPI viability
COc1cc(OC)cc(C(=O)OCC(=O)c2cc(C)n(CC3CCCO3)c2C)c1 (stereo not given)	6	-1
COC(CNC(=O)c1ccc(-n2c(=S)[nH]c3ccccc3c2=O)cc1)OC	-3	4
COc1ccc(C)cc1NC(=O)CO/N=C(\N)CC(=O)NC1CCCCC1	-14	3
CS(=O)(=O)N1CCN(CC2CC3C=CC2C3)CC1 (stereo not given)	14	-2
O=C(NCc1ccco1)c1cc(S(=O)(=O)N2CCCC2)ccc1Cl	-5	-2
O=C(Nc1ccc(CN2CCOCC2)cc1)c1ccc(Br)cc1	-3	9
Cc1cc(C)cc(NC(=S)/C(=C(\[O-])c2ccc(Cl)cc2Cl)[n+]2ccccc2)c1	-2	-8
COc1ccccc1NC(=O)N1CCc2c([nH]c3ccccc23)C1C(F)(F)F (stereo not given)	-5	9
CC1(C)Cc2c(C#N)c(NCCN3CCOCC3)nc(-c3ccco3)c2CO1	6	1
c1cncc(CSc2nnc3ccc(-c4cccs4)nn23)c1	4	3
CCCS(=O)(=O)N1CCCC(C(=O)c2cccc(Cl)c2)C1 (stereo not given)	10	-15
Cc1cccc(C)c1-n1c(C)nn(Cc2ccc([N+](=O)[O-])cc2)c1=O	-19	63
S=c1nc(-c2ccc(Br)cc2)[nH]c2ccccc12	16	-1
CCn1cc(C(=O)N2CCN(C(=O)c3ccco3)CC2)c2cc(OC)c(OC)cc2c1=O	4	-3
CCC1(CC)Cc2ccccc2-c2nc(CCl)[nH]c(=O)c21	1	2
Cc1cc(C)c(-c2cc(NC(=O)COC(=O)c3ccc(CO)cc3)n(-c3ccccc3)n2)cc1C	26	8
CC(=O)c1cnc(-c2ccccc2Cl)s1	4	-3
CCCCNC(=O)n1c(=O)oc2ccc(Cl)cc21	4	5
Cn1cccc/c1=N\c1cccc[n+]1C	-22	3

Source: PubChem (Sanford-Burnham Center for Chemical Genomics)

Not all compounds are listed, so the mix of outcomes need not match the whole.
